# Screening data: PubChem, several laboratories
# TWEAK-Fn14 inh = blocks TWEAK-Fn14 interaction in a reporter cell assay; TWEAK-stimulated Fn14 reporter cells, luciferase luminescence, 8 h; inhibition, % at 10 µM; actives 2% (n = 360,000); AID 1159606; in the data active = inhibition above about 50%
# LRH-1 inv ag = inverse agonists of human LRH-1 (NR5A2); AID 602396; HEK293T StAR-luciferase reporter, LRH-1 transfected, 24 h; O00482; inhibition, % at 3.6 µM; actives 0.13% (n = 360,000);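 active = inhibition above the mean inhibition of all tested compounds plus 3 SD, cut at about 73% in these data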;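 also: 0% = DMSO wells and 100% = reporter-only cells lacking LRH-1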
# Target sequence (O00482 whole entry, looked up): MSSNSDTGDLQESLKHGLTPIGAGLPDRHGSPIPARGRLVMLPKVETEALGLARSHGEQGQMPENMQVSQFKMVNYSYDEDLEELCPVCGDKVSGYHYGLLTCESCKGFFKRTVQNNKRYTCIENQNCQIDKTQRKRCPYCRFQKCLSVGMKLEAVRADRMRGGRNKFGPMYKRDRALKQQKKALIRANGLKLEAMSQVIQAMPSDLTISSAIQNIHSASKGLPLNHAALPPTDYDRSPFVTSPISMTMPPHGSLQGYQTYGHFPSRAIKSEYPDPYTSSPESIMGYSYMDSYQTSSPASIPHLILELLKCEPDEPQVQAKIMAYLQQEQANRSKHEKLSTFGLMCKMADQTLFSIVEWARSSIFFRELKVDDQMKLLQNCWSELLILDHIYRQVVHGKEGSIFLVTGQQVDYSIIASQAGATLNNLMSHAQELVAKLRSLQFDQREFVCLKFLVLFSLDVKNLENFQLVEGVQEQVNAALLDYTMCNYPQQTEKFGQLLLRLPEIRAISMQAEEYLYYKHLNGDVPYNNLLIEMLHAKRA
# NCOA1 inh = inhibits human SRC1 coactivator | Q15788 | HEK293 GAL4-SRC1 luciferase reporter, luminescence | inhibition, % at 3.6 µM | actives 0.12% (n = 360,000) | AID 588354;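 active = inhibition above the campaign mean plus 3 SD, with each screening campaign given its own cutoff, cut at about 60% in these data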;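 also: 0% = DMSO treated cells and 100% = gossypol at 36 µM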
# NR2F2 inh = inhibitors of human COUP-TFII (NR2F2). HEK293T NGFI-A luciferase reporter, luminescence. actives 0.7% (n = 370,000). AID 686940. P24468. inhibition, % at 8.6 µM;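 active = inhibition above a per-plate cutoff, mean inhibition of test wells between control levels plus 3 SD, cut at about 38% in these data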;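 also: cells cotransfected with COUP-TFII expression vector driving the NGFI-A reporter; 0% = median of COUP-TF2 test wells and 100% = reporter-only cells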
# Target sequence (P24468 whole entry, looked up): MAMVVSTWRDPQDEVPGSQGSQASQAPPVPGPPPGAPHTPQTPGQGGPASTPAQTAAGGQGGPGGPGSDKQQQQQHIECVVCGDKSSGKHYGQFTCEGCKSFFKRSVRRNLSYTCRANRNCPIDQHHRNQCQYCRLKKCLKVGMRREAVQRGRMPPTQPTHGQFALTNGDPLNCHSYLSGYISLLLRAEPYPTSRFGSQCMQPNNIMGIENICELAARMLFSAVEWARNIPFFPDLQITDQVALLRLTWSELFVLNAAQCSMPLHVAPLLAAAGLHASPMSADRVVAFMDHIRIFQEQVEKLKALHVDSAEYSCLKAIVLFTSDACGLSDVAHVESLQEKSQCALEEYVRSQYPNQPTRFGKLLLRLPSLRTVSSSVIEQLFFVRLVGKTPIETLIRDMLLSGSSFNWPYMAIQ
# KKLEB cytotox = counter-screen for CF NF-kB inhibitors: cytotoxicity. activity change (cytotoxicity), % at 5 µM. KKLEB CF airway cells viability, ATPlite luminescence, overnight; stronger effect = lower value; cells stimulated with P. aeruginosa culture filtrate. actives 0.36% (n = 360,000). AID 602141;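 active = corrected activity change at or below -50% at 5 µM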
# C8 TRAIL sens = sensitizes caspase-8 expressing cells to TRAIL; NB7+C8 cells + TRAIL, ATPlite viability luminescence; inhibition (viability loss, TRAIL sensitization), % at 10 µM; actives 1% (n = 360,000); AID 624354;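 active = compounds causing at least 50% loss of cell viability in the single-dose screen, relative to plate controls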
# CF NFkB inh = blocks PAF-induced NF-kB reporter in cystic fibrosis cells; inhibition, % at 5 µM; actives 0.86% (n = 360,000); KKLEB NF-kB-GFP reporter, GFP fluorescence overnight;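 active = at least 50% inhibition at 5 µM, scaled per plate between neutral and stimulator controls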;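 also: PAF is a Pseudomonas aeruginosa culture filtrate used as stimulus; plate controls were PAF-stimulated DMSO wells for no effect and unstimulated DMSO wells for full effect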
# NCOA3 inh = human NCOA3 inhibition; Q9Y6Q9; HEK293 GAL4-SRC3 luciferase reporter, luminescence; inhibition, % at 3.6 µM; actives 0.17% (n = 360,000); AID 588352;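 active = inhibition above a per-campaign cutoff, the mean of all compounds plus 3 SD, cut at about 60% in these data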;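 also: 0% = DMSO-treated cells and 100% = gossypol-treated cells at 36 µM; higher means less SRC3-driven luciferase light from the GAL4 reporter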
# Shn3 inh set2 = Schnurri-3 reporter inhibition in Clone20 osteoblasts; Clone20 osteoblast Shn3 3'UTR firefly luciferase, 24 h; inhibition, % at 12.5 µM; actives 0.52% (n = 360,000); AID 588674;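 active = mean inhibition of at least 75% with every replicate also reaching 75%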;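 also: 0% = median of neutral control wells and 100% = pilot-screen positive control compound; some compounds past the cut are filed as inactive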
# LMP1 NFkB inh = Epstein-Barr LMP1 NF-kappaB reporter inhibition. LMP1-induced NF-kappaB luciferase reporter cells, luminescence. inhibition, % at 12.5 µM. actives 0.69% (n = 350,000); in the data active = inhibition above about 41%;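 also: 0% = neutral control wells and 100% = reference inhibitor control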
# TROY signal inh = inhibitors of TROY-dependent NF-kB signaling. Q293 LMP1-TROYcd NF-kB luciferase reporter, 4 h. inhibition, % at 10 µM. actives 0.98% (n = 360,000). AID 1347056;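 active = compounds whose plate-normalised and pattern-corrected inhibition of the luciferase reporter signal at the single screening dose is 50% or more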
# * = called active by the depositor; · = not tested or not shown. This is a subset (hit frequency here may not be typical).
mol	TWEAK-Fn14 inh	LRH-1 inv ag	NCOA1 inh	NR2F2 inh	KKLEB cytotox	C8 TRAIL sens	CF NFkB inh	NCOA3 inh	Shn3 inh set2	LMP1 NFkB inh	TROY signal inh
O=C(CN1CCN(Cc2ccc(Cl)cc2)CC1)N/N=C/c1c[nH]c2ccccc12	0	18	-13	6	10	-1	-14	22	6	2	5
CC(C)CN(C(=O)COC(=O)c1cccs1)c1c(N)n(Cc2ccccc2)c(=O)[nH]c1=O	-1	20	-11	10	-9	-4	28	0	2	1	-4
COc1ccc(C(=O)NCC2(c3ccc(OC)c(OC)c3)CCCC2)c(OC)c1	-6	12	0	13	7	13	14	14	13	14	7
CCCCS(=O)CC(CS(=O)CCCC)OC(=O)c1ccccc1 (stereo not drawn)	-9	-1	-30	3	16	12	-6	11	-3	-1	-4
COc1cc(C(=O)N2CCN(C/C=C/c3ccccc3)CC2)cc(OC)c1OC	-11	6	8	8	-10	2	-6	8	-20	-6	-3
COc1cc(C)c(Cl)cc1S(=O)(=O)NCc1ccccn1	-1	11	-4	-6	2	7	0	10	-11	10	15
CCOC(=O)N1CCN(C(=O)CSC2=NS(=O)(=O)c3ccccc3N2)CC1	19	7	-9	-5	16	2	-1	3	11	-1	-21
CCc1ccc(C(C(=O)NC2CCCC2)N(C(=O)c2csnn2)C2CC2)cc1 (stereo not drawn)	33	-4	15	-15	4	-9	2	-11	-17	-8	1
CCOC(=O)C1(C)CCN1C(=O)c1ccc(C(=O)OC)cc1 (stereo not drawn)	5	11	-2	-15	1	1	0	-16	-14	·	-5
COc1ccc(-c2noc(CCCC(=O)Nc3ccc(C(N)=O)cc3)n2)cc1OC	16	-12	-13	-25	-7	10	8	18	-11	-6	-11
O=C(O)c1ccccc1Nc1ccccc1C(=O)O	1	5	-3	-4	-4	0	6	2	10	3	-15
COc1ccc(NC(=O)N(Cc2cc3cc(OC)c(OC)cc3[nH]c2=O)CC2CCCO2)cc1 (stereo not drawn)	-11	-15	10	-5	11	-4	-9	2	-15	-3	-22
CC(C)(C)OC(=O)N[C@@H](Cc1ccccc1)[C@H](O)c1ccco1	5	6	-6	2	9	3	-3	-5	-8	6	20
COc1cccc(C(=O)N/N=C(\C)c2cccc(NC(=O)c3ccc(F)cc3)c2)c1OC	-20	-69	-38	0	9	17	-22	-32	5	2	-1
CC1(C)N=C(N)N=C(N)N1c1ccccc1	-3	4	-32	8	-1	85*	-5	12	3	0	15
COc1ccccc1NC(=O)C1CC(C(C)C)OC1=O (stereo not drawn)	11	2	-15	-5	12	5	-7	-3	-10	·	-3
CCSC1=N/C(=C\c2cccnc2)C(=O)N1c1ccccc1	8	27	-19	7	5	-22	7	13	3	-7	11
CC(C)(C)C1(O)CC(C(F)(F)F)=NN1C(=O)CCc1ccccc1 (stereo not drawn)	7	-2	-12	7	10	-5	-10	6	12	11	-15
O=C(CCNC(=O)N1CC(=O)Nc2ccccc21)NCCc1ccc(Cl)cc1	-10	10	1	6	-22	-11	17	4	-12	-7	0
Cc1nn(-c2ccccc2)c(NC(=O)C(C)C)c(-c2ccccc2)c1=O	8	-19	-8	-4	0	17	-8	-1	-3	·	-12
Cc1ccc(C(=O)Nc2nnn(C)n2)cc1	-9	-22	-41	-25	-5	12	4	-33	-68	-1	-37
CCOC(=O)Cc1csc(NC(=O)CSc2nc(C)cc(=O)[nH]2)n1	-20	-3	-17	2	3	3	-11	3	-22	5	9
COc1ccc(CNC(=O)C[C@H]2C[C@H](C(=O)N3CCCCC3)[C@@]3(CCc4ccccc4)c4[nH]c5cc(-c6ccco6)ccc5c4CCN3C2=O)cc1OC	6	-7	-5	·	-6	5	9	-2	12	8	-6
CC(=O)Nc1ccc(OCC(O)CN2CCN(c3ccc(Cl)cc3)CC2)cc1 (stereo not drawn)	8	7	6	-3	-3	-2	6	18	11	7	3
Cc1ccc(S(=O)(=O)NCC(=O)Nc2ccc3c(c2)OCCO3)cc1	8	-6	4	4	-4	-7	11	12	-9	12	8
O=C(CSc1ncnc2c1cnn2-c1ccccc1)NC1CCCC1	31	-26	-18	-26	-5	8	10	-15	33	8	3
COc1ccc(CC(NC(C)=O)C(=O)NC2CCN(c3ncccc3[N+](=O)[O-])CC2)cc1 (stereo not drawn)	6	14	11	8	6	-3	-23	14	-4	11	2
COc1ccc(CNC(=O)C(OC(=O)c2ccco2)c2ccc(OC)cc2)cc1 (stereo not drawn)	12	8	-13	-5	-4	-5	2	-14	-4	11	8
Fc1cccc(Cl)c1CNCc1cccnc1	-9	-5	-6	1	3	3	25	3	11	-7	6
Cc1ccoc1C(=O)NCCNc1ccc(Cl)cc1[N+](=O)[O-]	-15	-38	-14	-3	4	-6	-7	-1	-11	-9	-18
CN(Cc1ccccc1)C(=O)C1CCN(S(=O)(=O)c2cccc3nonc23)CC1	-2	1	-21	2	-8	2	17	4	18	-3	-3
O=C(Cn1c2c(c(-c3ccccc3Cl)cc1=O)CCC2)NCC1CCCO1 (stereo not drawn)	1	3	4	10	4	8	5	2	-5	-5	12
COC(C[C@@H](O)[C@H](C)[C@H](O)COCc1ccccc1)OC	9	-3	-11	-4	-1	-10	2	-2	-9	-6	-9
CCOCCCNC(=O)C(c1ccc(OC)cc1)N(Cc1cccs1)C(=O)c1ccccc1O (stereo not drawn)	18	14	2	-17	6	-6	-8	10	-18	-14	0
COc1ccc(CC(=O)N2CCN(S(=O)(=O)c3ccc(Cl)s3)CC2)cc1	-1	10	-3	-18	9	-8	16	8	-15	2	-47
O=c1cc(N2CCN(c3ccc(F)cc3)CC2)[nH]c(=O)n1C1CCCCC1	19	3	-2	9	-20	11	14	0	31	10	15
COc1ccc(NC(=O)COC(=O)C2CC(=O)N(c3ccc(C)cc3)C2)cc1 (stereo not drawn)	32	-11	-24	8	9	-24	-4	8	1	-5	-9
CN(CC(=O)Nc1ccccc1Cl)C(=O)COC(=O)c1ccc(C(F)(F)F)cc1	-8	32	6	-16	4	-12	-34	9	1	0	-8
OCCN1CCN(C2CCC(c3ccc(F)cc3)c3ccc(F)cc32)CC1 (stereo not drawn)	-13	5	-7	11	-35	18	45	14	·	3	-14
CCOc1ccc(CNC(=O)C2CCCN(c3nnc(C)c4c(C)n(-c5ccccc5)nc34)C2)cc1 (stereo not drawn)	-10	0	9	12	-4	0	6	4	15	5	14
COc1ccccc1C1=NNC(=Nc2cccc(S(=O)(=O)N(C)C)c2)SC1	50*	2	-3	20	-2	8	-21	13	37	-2	16
O=c1[nH]c(SCc2ccc(Cl)cc2)nc2[nH]ncc12	-50	-14	-56	-16	4	-1	-24	-16	-35	-2	-39
CCS(=O)(=O)c1nc(S(=O)(=O)c2ccc(Cl)cc2)c(NCc2ccccn2)s1	9	3	3	17	0	-3	10	17	5	-12	-3
COc1ccccc1N1CCN(C(=O)CCc2nnc3ccc(N4CCOCC4)nn23)CC1	-15	17	-2	-13	-3	-2	-13	14	9	-24	-10
COCCN(C(=O)c1cccc(N2C(=O)CCC2=O)c1)c1nc(-c2ccc([N+](=O)[O-])cc2)cs1	-22	8	-6	6	1	12	-32	19	8	8	-4
CCc1ccc(NC(=O)c2cccc(C(=O)Nc3ccc(CC)cc3)n2)cc1	-22	-12	-21	-15	-6	13	-30	-17	-11	-1	-19
O=C1CCN(Cc2ccc(Br)cc2)CCN1[C@H](CO)c1ccccc1	0	-7	9	10	6	0	-8	0	4	3	-14
Cn1c(=O)c2c(ncn2CC(=O)N2CCN(c3ccc(F)cc3)CC2)n(C)c1=O	5	-4	-14	15	-2	8	4	20	-2	-7	-16
O=C(O)CSc1c(O)c2ccccc2[nH]c1=O	-6	8	-16	7	-10	-4	22	7	-9	4	10
CC1(C)CC(CCC(=O)Nc2ccccc2Cl)C(=O)O1 (stereo not drawn)	3	4	-25	·	-14	-7	2	0	9	3	3

# Further records follow.
mol	TWEAK-Fn14 inh	LRH-1 inv ag	NCOA1 inh	NR2F2 inh	KKLEB cytotox	C8 TRAIL sens	CF NFkB inh	NCOA3 inh	Shn3 inh set2	LMP1 NFkB inh	TROY signal inh
Cc1noc(/C=C/N(C)C)c1S(=O)(=O)N1CCCC(C(=O)Nc2ccc3c(c2)OCO3)C1 (stereo not drawn)	-4	-18	-1	-10	25	20	-4	-6	7	-5	-4
Cc1ccc(CNC(=O)CCCc2nc3ccccc3s2)cc1	16	5	3	-15	7	-9	0	-3	-5	1	11
COc1ccccc1NC(=O)c1ccc(-n2cncn2)nc1	0	1	4	-4	5	2	10	-2	11	-5	10
Clc1ccc2scc(CN3CCCC3)c2c1	3	-17	-33	1	4	-10	14	-16	14	3	-8
CC1CCc2sc(NC(=S)NC(=O)c3ccccc3)c(C#N)c2C1 (stereo not drawn)	-25	-32	-44	0	-12	8	-1	-53	-53	-18	9
COc1cc(C(=O)OC2CCCCC2=O)cc(OC)c1C (stereo not drawn)	-11	11	-22	10	-3	4	-14	6	-21	1	-12
COc1ccccc1NS(=O)(=O)c1ccc2nc(CCl)[nH]c2c1	18	1	1	-17	-5	1	0	10	11	1	7
Cc1ccc(CNC(=O)C2CCC(=O)N(CCc3ccccc3)C2)s1 (stereo not drawn)	-14	-15	-9	-14	10	1	-9	-23	9	-4	-20
Cn1c(SCC(=O)c2ccccc2)nnc1-c1cnccn1	-4	-11	-64	-24	10	14	-27	-24	-36	-10	-18
COc1ccc(-c2[nH]n(-c3ccc([N+](=O)[O-])cc3)c(=O)c2C=NCc2ccccc2)cc1	-3	9	1	5	-28	1	50*	7	16	-8	1
CCOC(=O)c1c(NC(=O)COC(=O)c2cc(OC)c(OC)cc2[N+](=O)[O-])sc(C)c1CC	-14	2	9	-4	-26	11	26	16	10	4	-33
CSc1nnc(N(CCC#N)CCC#N)s1	-6	18	1	-8	6	0	-6	6	2	-4	-6
CCC(=O)NC(Nc1cc(C)ccn1)(C(F)(F)F)C(F)(F)F	12	15	-10	13	2	-5	2	-15	0	3	-8
COC(=O)c1ccccc1NC(=O)C1CCCN(S(=O)(=O)c2ccccc2)C1 (stereo not drawn)	1	5	-10	26	-3	-3	-4	16	21	11	-12
Cc1cc(Cl)ccc1OCC(=O)Nc1nc(-c2cccnc2)cs1	-39	4	-21	-15	-2	2	-2	9	12	-18	10
COc1ccc(NC(=O)CN(c2ccc(C(C)C)cc2)S(=O)(=O)c2c(C)noc2C)cc1OC	-7	-6	7	1	-2	15	-1	-40	25	18	0
CC(C)NC(=O)NC(=O)COC(=O)c1ccc([N+](=O)[O-])cc1Cl	-12	8	4	4	13	1	-17	-6	-17	-4	1
